ALOX15B inhib – qHTS Assay for Inhibitors of 15-hLO-2 (15-human lipoxygenase 2) | 110,000 tested, 0.56% active | Potency, µM (titrated, usually from 57.1 µM), inactives show top-dose activity change, negative = inhibition, hits mostly inhibitors | Polyunsaturated fatty acid lipoxygenase ALOX15B (Homo sapiens), O15296 | purified 15hLO-2, xylenol orange hydroperoxide absorbance; also: potency is read from the fitted curve at half-maximal effect; nearly all actives have a fitted effect of over 60% in size; many of its hits are not listed in these tables
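Purified human 15hLO-2 (50 nM final) preincubated with compounds 15 min at room temperature in 25 mM Hepes pH 7.5, 0.01% Triton X-100, then 45 uM arachidonic acid added for 90 min; hydroperoxide detected via ferrous/xylenol orange, 573/405 nm absorbance ratio.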
PNC inhibitor – High Content Assay for Compounds that inhibit the Assembly of the Perinucleolar Compartment | 140,000 tested, 3.1% active | AID 2417, 2010 | activity change (PNC), negative = inhibition, % at 10 µM | PC3M PTB-GFP, PNC prevalence imaging, 16 h; active compounds read low;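 active = readout at or below -70, meaning at least 70% loss of cells showing the perinucleolar compartment, a nuclear body marking cancer cells; inconclusive = readout between -30 and a set limit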;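 also: plate controls were DMSO wells for no effect and camptothecin positive control wells for full effect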
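PC3M cells stably expressing PTB-GFP, 750–1000 cells/well, treated 16 h at 37 °C with compound (23 nl of library stock), in duplicate. After paraformaldehyde fixation and Hoechst stain, imaged at 20x; PNC prevalence scored by image analysis.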
IMPase cell inh – qHTS Assay for Identifying the Cell-Membrane Permeable IMPase Inhibitors; Inositol monophosphatase 1 (Rattus norvegicus), P97697; CHO-M1 cells, IP1 accumulation, HTRF TR-FRET ratio; inhibition (IP1 accumulation), % at 46.1 µM; 120,000 tested, under 10 active; AID 901, 2007; active = well fitted curve in the direction sought with a large enough effect in the signal ratio, not every such curve was filed as active; inconclusive = small, poorly fitted or top-dose-only effect, or a change in a side signal; inactive = no such curve, though single readings can be large or run the other way; the % refers to the signal ratio;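 also: cells stimulated with carbachol in lithium chloride buffer; plate controls were DMSO basal wells for no effect and reference inhibitor wells for full effect; higher means more IMPase inhibition seen as more IP1 and lower FRET ratio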
Target sequence (P97697 whole entry, looked up): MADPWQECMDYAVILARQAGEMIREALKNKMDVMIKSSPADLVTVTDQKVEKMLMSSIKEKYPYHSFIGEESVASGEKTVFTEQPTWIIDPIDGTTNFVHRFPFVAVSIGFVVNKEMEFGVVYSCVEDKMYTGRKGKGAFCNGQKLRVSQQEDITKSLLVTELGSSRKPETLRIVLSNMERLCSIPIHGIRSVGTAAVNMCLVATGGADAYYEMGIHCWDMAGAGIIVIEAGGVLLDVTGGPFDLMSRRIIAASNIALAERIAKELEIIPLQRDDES
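In this qHTS, compounds (final up to 46 uM) act on CHO-M1 cells that are then activated through the M1 receptor with carbachol, in pH 7.4 buffer containing 50 mM LiCl, for 30 min. IP1 accumulation is quantified by the IP-One immunoassay.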
12-hLO inh – qHTS Assay for Inhibitors of 12-hLO (12-human lipoxygenase) | AID 1452, 2008 | 150,000 tested, 0.12% active | Potency, µM (top dose mostly 57.1 µM), for the others: top-dose activity change, negative = inhibition, hits mostly inhibitors | purified 12-hLO, xylenol orange hydroperoxide absorbance; also: potency is read from the fitted curve at half-maximal effect; nearly all actives have a fitted effect of over 55% in size; many of its hits are not listed in these tables
Target sequence (P18054 whole entry, looked up): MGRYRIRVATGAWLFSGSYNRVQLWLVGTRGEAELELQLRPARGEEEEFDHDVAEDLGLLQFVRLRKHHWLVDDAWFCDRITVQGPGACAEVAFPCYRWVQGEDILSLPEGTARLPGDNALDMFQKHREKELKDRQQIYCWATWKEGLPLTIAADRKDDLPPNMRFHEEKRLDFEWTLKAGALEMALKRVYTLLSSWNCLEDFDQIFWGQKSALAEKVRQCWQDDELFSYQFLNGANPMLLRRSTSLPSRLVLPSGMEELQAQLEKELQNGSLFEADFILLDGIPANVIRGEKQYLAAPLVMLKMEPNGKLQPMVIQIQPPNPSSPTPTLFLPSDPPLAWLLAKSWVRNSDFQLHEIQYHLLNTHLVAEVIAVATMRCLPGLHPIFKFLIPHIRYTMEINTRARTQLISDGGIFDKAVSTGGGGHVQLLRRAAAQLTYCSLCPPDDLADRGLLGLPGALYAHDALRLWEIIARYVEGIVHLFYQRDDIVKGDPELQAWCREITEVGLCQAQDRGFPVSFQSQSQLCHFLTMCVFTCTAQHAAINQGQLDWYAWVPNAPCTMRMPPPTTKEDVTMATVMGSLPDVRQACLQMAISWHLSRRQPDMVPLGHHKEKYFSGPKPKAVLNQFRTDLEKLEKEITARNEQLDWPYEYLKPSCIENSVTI
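Lipoxygenase turnover measured by absorbance at 573 and 405 nm after Fe-XO development. Human 12hLO 150 nM, arachidonate 40 uM, pH 7.0 Hepes buffer with detergent; 15 min compound preincubation, 30 min reaction.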
Active calls of the source: *; ? = inconclusive; . = not tested or not shown; [ ] = dose if it differs, or a comment. Unless noted, calls follow the shape of the dose curve; as a rule, active = well fitted curve in the direction sought with a large enough effect; inconclusive = small, poorly fitted or top-dose-only effect, or another doubt; inactive = no such curve, though single readings can be large; an effect the other way counts as inactive or inconclusive. Unless noted, % is scaled to controls: 0 for no effect and ±100 for the full control effect. Only part of the results is shown; the hit share may differ from the screen's.

Under each structure: ALOX15B inhib | PNC inhibitor | IMPase cell inh | 12-hLO inh
[1] Cc1ccc(-c2nnc(Nc3ccc(C(N)=O)cc3)c3ccccc23)cc1S(=O)(=O)NCC1CCCO1 (stereo not drawn)
 : . | ? | 16.4 | -1.9%
[2] O=C(CSc1nccn1-c1ccccc1)c1ccc(Br)cc1
 : -7.9% | 17.2 | -1.9 | -12.7%
[3] O=C(NCC(c1cccs1)N1CCOCC1)c1ccccc1NS(=O)(=O)c1cc([N+](=O)[O-])ccc1Cl (stereo not drawn)
 : . | -22.2 | -2.7 | 0.6%
[4] C=CCc1cc(C=O)cc(OC)c1OCc1ccc(Cl)cc1
 : -6.6% | 67.7 | 4.6 | -3.2%
[5] CC1(C)CC(=O)c2c(nc3ccccc3c2N)C1
 : 5.4%[11.4 µM] | 16.1 | -3.2[1.84 µM] | 5.1%
[6] CC(NC(=O)c1ccc(F)cc1)c1ccc2c(c1)CCCC2 (stereo not drawn)
 : -6.9% | 17.5 | 4.1 | -6.3%
[7] Cc1cc(C)nc(SCCCn2c(=O)[nH]c3ccccc32)n1
 : 1.3% | 39.1 | 10.7 | -0.3%
[8] CCC1=C2CC[C@H]3C(=O)N(c4ccccc4)C(=O)[C@H]3[C@H]2[C@@]2(C)C(=NCc3ccccc3)OC(=O)N2C1=O
 : -3.7% | . | . | 0.7%
[9] O=C(CN1CCN(c2ncccn2)CC1)NCc1ccccc1
 : -10.4% | 4.3 | 1.4 | 4.2%
[10] O=S(=O)(Nc1nc2ccccc2nc1NCCO)c1cccc(Cl)c1
 : -0.5% | ? | -7.7 | -6.4%

The closing 2 entries of the part before come first, to join the parts.
Under each structure: ALOX15B inhib | PNC inhibitor | IMPase cell inh | 12-hLO inh
[9] O=C(CN1CCN(c2ncccn2)CC1)NCc1ccccc1
 : -10.4% | 4.3 | 1.4 | 4.2%
[10] O=S(=O)(Nc1nc2ccccc2nc1NCCO)c1cccc(Cl)c1
 : -0.5% | ? | -7.7 | -6.4%
[11] O=C(c1cc(C(F)(F)F)cc(C(F)(F)F)c1)N1CCC2(CC1)CCN(c1ccncc1)CC2
 : 39.4%[activator] | . | . | 0.9%
[12] Cc1nonc1NC(=O)Nc1cccnc1
 : . | 72.6 | -12.8 | 6.9%
[13] CCN(CC)S(=O)(=O)c1cc(NC(=O)C(C)N2CCN(Cc3ccc4c(c3)OCO4)CC2)ccc1C (stereo not drawn)
 : . | -1.2 | . | 2.1%
[14] COC(=O)c1ccc(NC(=S)N2CCC(C(N)=O)CC2)cc1
 : . | 60.8 | -0.6 | -6.3%
[15] COc1ccccc1NC(=O)Nc1ccc2c(c1)nnn2C
 : -6.2% | 24.0 | 1.5 | -1.8%
[16] COc1cccc(Cn2nnc(C(=O)Nc3cc(C)ccc3OC)c2N)c1
 : -0.6% | -16.3 | 9.6 | -7.1%
[17] O=C(Oc1cccc(N2C(=O)CCC2=O)c1)C1CC(=O)N(c2ccc(F)cc2)C1 (stereo not drawn)
 : -13.9% | -8.2 | -1.1 | 2.4%
[18] Cc1ccc(SCCNC(=O)c2ccccc2)cc1
 : 2.2% | ? | -20.0 | 4.8%
[19] Cc1ccccc1CSCCNC(=O)COc1ccc(Cl)cc1
 : . | 52.7 | . | -18.3%
[20] COc1cccc(N2C(=O)CC(N3CCN(C(=O)c4ccco4)CC3)C2=O)c1 (stereo not drawn)
 : -8.3% | 8.9 | -8.2 | -4.1%

Seven structures out of the list, sorted by molar mass, smallest number first:
Under each structure: ALOX15B inhib | PNC inhibitor | IMPase cell inh | 12-hLO inh
[12] Cc1nonc1NC(=O)Nc1cccnc1
 : . | 72.6 | -12.8 | 6.9%
[18] Cc1ccc(SCCNC(=O)c2ccccc2)cc1
 : 2.2% | ? | -20.0 | 4.8%
[15] COc1ccccc1NC(=O)Nc1ccc2c(c1)nnn2C
 : -6.2% | 24.0 | 1.5 | -1.8%
[14] COC(=O)c1ccc(NC(=S)N2CCC(C(N)=O)CC2)cc1
 : . | 60.8 | -0.6 | -6.3%
[16] COc1cccc(Cn2nnc(C(=O)Nc3cc(C)ccc3OC)c2N)c1
 : -0.6% | -16.3 | 9.6 | -7.1%
[20] COc1cccc(N2C(=O)CC(N3CCN(C(=O)c4ccco4)CC3)C2=O)c1 (stereo not drawn)
 : -8.3% | 8.9 | -8.2 | -4.1%
[17] O=C(Oc1cccc(N2C(=O)CCC2=O)c1)C1CC(=O)N(c2ccc(F)cc2)C1 (stereo not drawn)
 : -13.9% | -8.2 | -1.1 | 2.4%

The list continues.
Under each structure: ALOX15B inhib | PNC inhibitor | IMPase cell inh | 12-hLO inh
[21] O=C(NNc1cccc(Cl)n1)Nc1cccc(C(F)(F)F)c1
 : . | 42.4 | . | -2.3%
[22] COCCCNS(=O)(=O)c1ccc2c(c1)OCCO2
 : -4.1% | 2.8 | -0.5 | -2.7%
[23] O=c1c2c3c(sc2nc2n1CCCCC2)CCC3
 : -10.5% | 21.2 | 1.7 | 4.7%
[24] Cc1nc2ccc(S(=O)(=O)Nc3ccccc3C)cc2s1
 : 1.2% | -6.0 | 9.5 | -15.1%
[25] Cn1c(SCC(=O)c2ccccc2)nnc1C1CC1
 : -8.4% | -11.4 | -7.0 | 1.8%
[26] COc1ccccc1N1CCN(C(=O)CSc2nc(-c3ccccc3)cc(=O)[nH]2)CC1
 : . | 8.0 | 7.8 | 3.2%
[27] O=C1/C(=C/c2cccnc2)Oc2cc(OS(=O)(=O)c3ccc(F)cc3)ccc21
 : 15.8% | 13.9 | -3.5 | -10.5%
[28] CNC(=S)NNC(=O)c1sccc1OCc1ccc(C)cc1
 : -12.7% | 14.7 | 4.2 | 0.6%
[29] COc1ccc(/C=C/C(=O)NCc2ccccn2)cc1
 : . | 63.4 | . | -0.7%
[30] O=C(CN1C2=NCCN2c2ccccc21)C12CC3CC(CC(C3)C1)C2
 : 32.9%[activator] | -2.6 | 14.9 | -1.8%
[31] COc1ccc(NC(=O)CSc2nnc(-c3ccccn3)n2Cc2ccco2)cc1OC
 : -8.7% | 42.2 | -0.7 | 2.4%
[32] C=CCn1c(-c2ccc(C)cc2)nc2ccccc21
 : 13.0% | 11.4 | -0.4 | -11.3%
[33] CCN1CCc2nc(NC(=O)Cc3ccc4c(c3)OCCO4)sc2C1
 : 20.8% | ? | -0.3 | -1.5%
[34] O=C(NC(Cc1ccccc1)C(=O)O)c1ccc(S(=O)(=O)N2CCCC2)cc1 (stereo not drawn)
 : 2.2% | ? | 16.2 | 4.5%
[35] C/C(=N/NC(=O)c1ccoc1C)c1ccc(N2CCOCC2)cc1
 : . | 27.6 | . | 0.3%
[36] CC(Sc1ccc(Cl)cc1)C(=O)Nc1ccccc1-c1ccccc1 (stereo not drawn)
 : . | -25.5 | -5.1 | 5.1%
[37] Cc1cc(C)n(CC(O)COc2cccc(OCC(O)Cn3nc(C)cc3C)c2)n1 (stereo not drawn)
 : -2.5% | 15.5 | -1.4 | 1.4%
[38] CCCCn1c(SCC(=O)NCCOC)nc2ccc(N3CCOCC3)cc2c1=O
 : . | 106.9 | -6.1 | -1.2%
[39] COc1cccc(C2CC(C(F)(F)F)n3ncc(C(=O)O)c3N2)c1 (stereo not drawn)
 : -0.9% | ? | 5.7 | -3.2%
[40] O=C(c1cc(Cl)ccc1Cl)N1CCN(c2ccccn2)CC1
 : -3.9% | 26.2 | -0.9 | -4.2%
[41] O=C(Nc1cccnc1)c1cn(-c2ccccc2)nc1-c1cccs1
 : 19.0% | ? | 4.1 | -0.8%
[42] Cc1ccc(CNC(=O)CSc2nc3ccccc3c3nc(C)nn23)cc1
 : -21.9% | -28.5 | -0.8 | -4.1%
[43] CC(=O)Nc1ccc(C2(O)COc3ccccc3O2)cc1 (stereo not drawn)
 : 1.1% | -25.1 | 4.1 | -11.2%
[44] Cc1ccc(N2C(=O)c3ccc(N)cc3C2=O)cc1
 : -9.4% | ? | 8.8 | 2.4%
[45] COc1ccccc1N1CCN(c2ncnc3nc[nH]c23)CC1
 : . | 23.0 | 2.3 | -2.5%
[46] CC(Nc1oc(-c2ccco2)nc1C#N)c1ccccc1 (stereo not drawn)
 : . | -10.5 | . | -3.1%
[47] NC(=O)C1(N2CCCCC2)CCN(CC(=O)Nc2cc(Cl)ccc2Cl)CC1
 : 9.0% | ? | 17.2 | 0.7%
[48] Cn1c(Cn2c(=O)sc3ccccc32)nnc1SCc1ccccc1
 : . | ? | -18.3 | 0.4%
[49] CCCc1cc(C(=O)OC)c2ccccc2n1
 : . | ? | . | -4.4%
[50] CCn1c(CSc2ncccn2)nnc1SCC(=O)N1CCc2ccccc21
 : 2.0% | ? | ? | -1.8%
[51] Clc1nnc(N/N=C/c2ccccc2)c2ccccc12
 : 2.5% | ? | 1.2 | -9.1%
[52] O=C(Nc1ccc(N2CCOCC2)cc1)NC1CCCCC1
 : -2.4% | -5.4 | -1.8 | 3.8%
[53] Cn1c(SCC(=O)N2CCN(c3ccccc3)CC2)nnc1-c1cc2ccccc2o1
 : -4.7% | 43.8 | 13.9 | 2.8%
[54] O=C(Cc1ccc(-n2c(=O)[nH]c3ccccc3c2=O)cc1)N1CCN(c2ccccc2)CC1
 : -4.2%[11.4 µM] | -0.6 | 4.3[1.84 µM] | 1.8%
[55] O=C(Nc1ccc2c(c1)CCC2)c1cc(S(=O)(=O)Nc2ccc(F)cc2)c(Cl)cc1Cl
 : . | -4.1 | . | -1.5%
[56] CN(C(=O)c1cccnc1)c1nnc(-c2cccnc2)s1
 : -1.0% | 7.8 | ? | -0.3%
[57] COc1cc(-c2nnc(Cn3cc(C(F)(F)F)ccc3=O)o2)cc(OC)c1OC
 : 2.8% | ? | 5.3 | 2.2%
[58] O=C(O)C1C2C=CC3(CN(CC(O)COc4ccccc4)C(=O)C13)O2 (stereo not drawn)
 : 0.3% | 12.5 | -1.3 | -7.7%
[59] Cc1ccc(Cl)cc1NC(=O)c1ccc(CSc2nnnn2C)cc1
 : -2.5% | 57.4 | 1.7 | -8.5%
[60] CC(C)(C)c1nn2cnnc2n(/N=C/c2cccc3ccccc23)c1=O
 : . | 2.4 | -1.9 | 1.7%
[61] COCCn1nnnc1C(c1ccccc1)N1CCN(c2ccccc2)CC1 (stereo not drawn)
 : . | -10.2 | 18.6 | -0.7%
[62] Cc1ccc(N=Cc2cc(Cl)cc(Cl)c2O)nc1
 : . | -27.6 | . | 0.4%
[63] COc1cccc(Cn2c(=O)cnc3cnc(N4CCOCC4)nc32)c1
 : -6.8% | . | . | -2.0%
[64] Fc1ccc(N2CCN(C(c3cccs3)c3nnnn3CCc3ccccc3)CC2)cc1 (stereo not drawn)
 : . | 33.1 | ? | -2.6%
[65] CCOC(=O)CSCC(=O)N1N=C(c2cccs2)CC1c1ccc(F)cc1 (stereo not drawn)
 : . | ? | 0.4 | 1.1%
[66] COc1cc(CC(=O)Nc2ncc(C)s2)cc(OC)c1OC
 : -0.6% | -24.6 | -0.1 | ?
[67] O=C(c1ccccn1)c1ncc(C(F)(F)F)cc1Cl
 : -1.1% | 9.9 | -1.4 | 2.0%
[68] Clc1ccc(OCc2nn3c(C4CCCCC4)nnc3s2)c(Cl)c1
 : 25.7% | -82.1* | -4.9 | -9.5%
[69] CCCC(=O)NCCc1c2n(c3ccc(OC)cc13)Cc1ccccc1-2
 : -11.7% | . | -7.4 | 6.9%
[70] O=C1CSC2=NCN(c3ccccc3)CN12
 : 1.5% | ? | 5.7 | 5.3%
[71] Fc1ccc(C2CC(c3cccs3)=NN2C(=S)Nc2ccccc2)cc1 (stereo not drawn)
 : . | 20.0 | 8.2 | -3.2%
[72] Cn1c(=O)n(C)c2cc(C(=O)Nc3ccc4c(c3)OCO4)ccc21
 : 0.8% | -87.0* | 4.0 | 0.1%
[73] N=c1sccn1CC(=O)N1CCc2ccccc21
 : 2.7% | 5.4 | 1.8 | 0.7%
